High-throughput results (PubChem BioAssay)
12-LOX inh: Primary qHTS assay for inhibitors of human arachidonate 12S-lipoxygenase (ALOX12): Round 2; Polyunsaturated fatty acid lipoxygenase ALOX12 (Homo sapiens), P18054; purified 12hLO, xylenol orange hydroperoxide absorbance; Potency, µM (top dose mostly 108 µM), for the others: at the top dose activity change, negative = inhibition, usual class: inhibitors; actives 1.1% (n = 580,000); AID 1671190, 2021; note: potency is the fitted concentration of half-maximal effect; % is set by controls: 0 for no effect and ±100 for the full control effect
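Purified human 12hLO at 150 nM in 25 mM Hepes, 0.01% Triton X-100, pH 7.0, preincubated 15 min at room temperature with compound. Reaction started with 40 uM arachidonic acid, 30 min at room temperature. Hydroperoxide measured by Fe-xylenol orange, 573/405 nm absorbance ratio.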
RGS4 inhibitor: Inhibitors of Regulator of G Protein Signaling (RGS) 4: qHTS. Transcreener GDP fluorescence polarization, RGS4-accelerated GTP hydrolysis. Potency, µM (top dose mostly 114 µM), for the others: top-dose activity change, negative = inhibition, usual class: inhibitors. actives 0.039% (n = 390,000); note: potency is the fitted concentration of half-maximal effect; % is set by controls: 0 for no effect and ±100 for the full control effect; nearly all actives have a fitted effect of over 75% in size; some results filed as inactive show a strong effect at the top dose
Target sequence (P49798 whole entry, looked up): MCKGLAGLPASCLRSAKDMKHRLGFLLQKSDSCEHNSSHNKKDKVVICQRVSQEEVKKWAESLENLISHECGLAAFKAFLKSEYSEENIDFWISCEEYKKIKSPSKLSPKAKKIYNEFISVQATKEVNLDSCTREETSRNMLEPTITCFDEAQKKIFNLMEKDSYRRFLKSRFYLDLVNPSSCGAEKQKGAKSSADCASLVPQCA
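MLSMR compounds (23 nl, pin-transferred) preincubated 10 min at room temperature with a 500nM (2x) first reagent, then RGS4 at 900nM (2x) plus Transcreener GDP mix added; fluorescence polarization (620/688 nm) read before and after 90 min at 30 °C.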
BAZ2B inh: qHTS Assay for Inhibitors of BAZ2B. Bromodomain adjacent to zinc finger domain protein 2B (Homo sapiens), Q9UIF8. actives 4.4% (n = 360,000). AlphaScreen BAZ2B-H3K14Ac peptide displacement. AID 504333, 2011. Potency, µM (top dose mostly 114 µM), for inactives: at the top dose activity change, negative = inhibition, usual class: inhibitors; note: potency is the fitted concentration of half-maximal effect; % is set by controls: 0 for no effect and ±100 for the full control effect; nearly all actives have a fitted effect of over 60% in size
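In this displacement format the biotinylated H3(5-23) peptide acetylated at Lys14 serves as ligand at 50 nM, with BAZ2B at 50 nM in PBS pH 7.4 containing 0.01% Tween-20. Donor and acceptor beads are 10 ug/mL final.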
ERG Ets-DNA blk: qHTS for Small Molecule Inhibitors of the ERG Ets/DNA interaction | Transcriptional regulator ERG (Homo sapiens), P11308 | fluorescence polarization, His-ERG Ets domain / labelled DNA | Potency, µM (doses to about 76.9 µM), inactives show top-dose FP activity, negative = inhibition, actives largely listed as inhibitors | actives 0.028% (n = 370,000); active = well fitted inhibition curve with a large enough effect in the polarisation, with a control signal flat; inconclusive = small, poorly fitted or top-dose-only effect, or effect the other way, or a change in a side signal; inactive = no such curve, though single readings can be large or run the other way; the % refers to the polarisation;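 note: polarization taken with two DNA probes labelled with fluorescein and Texas red; potency is the fitted concentration of half-maximal effect; % of control where 0% means no effect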
Target sequence (P11308 whole entry, looked up, the tested form may be a part): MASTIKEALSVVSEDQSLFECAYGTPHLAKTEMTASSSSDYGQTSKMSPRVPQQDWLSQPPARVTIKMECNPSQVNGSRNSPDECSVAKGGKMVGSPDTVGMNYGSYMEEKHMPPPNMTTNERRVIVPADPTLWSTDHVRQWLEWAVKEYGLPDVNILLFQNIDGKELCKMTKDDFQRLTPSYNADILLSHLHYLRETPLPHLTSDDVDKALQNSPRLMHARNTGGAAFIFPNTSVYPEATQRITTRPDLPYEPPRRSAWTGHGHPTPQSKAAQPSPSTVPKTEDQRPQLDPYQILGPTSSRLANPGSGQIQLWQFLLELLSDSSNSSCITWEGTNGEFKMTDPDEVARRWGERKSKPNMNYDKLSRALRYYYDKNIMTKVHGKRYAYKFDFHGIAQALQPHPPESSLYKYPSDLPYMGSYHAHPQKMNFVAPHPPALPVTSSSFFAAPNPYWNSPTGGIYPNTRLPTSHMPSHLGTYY
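His-tagged ERG Ets domain (1 uM in the protein solution; 300mM KCl, 50mM Tris-HCl, 1mM EDTA, 1mM DTT, pH 7.5) received compound, then a probe mix of 5 nM fluorescein-DNA and 100nM Texas-615-DNA. Fluorescence polarization was read for both dyes.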
HP1b chromo inh: HTS for Inhibitors of HP1-beta Chromodomain Interactions with Methylated Histone Tails; actives 0.56% (n = 390,000); AlphaScreen HP1-beta / biotin-H3K9me3 peptide binding; AID 540317, 2011; Chromobox protein homolog 1 (Homo sapiens), P83916; Potency, µM (highest dose often 114 µM), without a hit: at the top dose activity change, negative = inhibition, most hits filed as inhibitors; note: potency is the fitted concentration of half-maximal effect; nearly all actives have a fitted effect of over 70% in size; inactives centre near 23
Target sequence (P83916 whole entry, looked up): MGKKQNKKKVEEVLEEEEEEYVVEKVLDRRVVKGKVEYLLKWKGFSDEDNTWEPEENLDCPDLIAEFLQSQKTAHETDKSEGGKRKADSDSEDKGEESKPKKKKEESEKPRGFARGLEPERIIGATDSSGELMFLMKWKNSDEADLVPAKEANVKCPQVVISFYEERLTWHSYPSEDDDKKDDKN
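HP1-beta protein (50 nM final) preincubated 30 min at room temperature with biotinylated H3(1-18)K9me3 peptide (50 nM) in PBS pH 7.4, 0.01% Tween-20, then compound added for 30 min. AlphaScreen streptavidin donor/nickel chelate acceptor beads (10 ug/mL final), 30 min dark, luminescence read.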
GLS inhibitor: qHTS for Inhibitors of Glutaminase (GLS) | actives 0.21% (n = 410,000) | Potency, µM (top dose mostly 45.5 µM), for inactives: top-dose activity change, negative = inhibition, hits mostly inhibitors | GLS enzymatic activity, qHTS titration | AID 624170, 2012; note: potency is the fitted concentration of half-maximal effect; % is set by controls: 0 for no effect and ±100 for the full control effect
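hKGA; 45 mM KH2PO4 pH 8.2 + 0.02% Tween-20; cpd via pin tool; 1 mM Gln soln; GluOx/HRP/Amplex Red; RT 30 min; fluor. t0 & final.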
PI4K2A inh: qHTS for small molecular inhibitors of PI4K2A | Phosphatidylinositol 4-kinase type 2-alpha (Homo sapiens), Q9BTU6 | purified PI4K2A, ADP-Glo luminescence, 1 h; hits give low values | activity change, negative = inhibition, % at 76.9 µM | actives 0.13% (n = 420,000) | AID 1346378, 2018; in the data active = activity change below about -50%; inconclusive = mostly about -30% to -49%;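 note: -100% = wells without enzyme as full effect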
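ADP-Glo luminescence measured ADP generated by PI4K2A enzyme (4 ug/mL before mixing) with 1.2 mM PI substrate (pre-mix) and 300 microM ATP (pre-mix). Tris pH7.5 buffer with MgCl2, Triton X-100; 1 h reaction at ambient temperature.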
G9a block: qHTS Assay for Inhibitors of Histone Lysine Methyltransferase G9a; Histone-lysine N-methyltransferase EHMT2 (Homo sapiens), Q96KQ7; G9a H3K9 monomethylation, AlphaScreen, 2 h; Potency, µM (highest dose often 102 µM), inactives show top-dose activity, negative = inhibition, hits mostly inhibitors; actives 8.8% (n = 350,000); AID 504332, 2011; note: potency is the fitted concentration of half-maximal effect; % is set by controls: 0 for no effect and ±100 for the full control effect; nearly all actives have a fitted effect of over 75% in size
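Methyltransferase reactions run at room temperature for 2 h (20 nM enzyme, 500 nM biotin-H3K9 peptide, 20 uM SAM) after a 15 min compound preincubation; product detected by AlphaScreen beads and anti-H3K9me1 antibody.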
JMJD2A Tudor: qHTS Assay for Inhibitors of JMJD2A-Tudor Domain; Potency, µM (series often up to 114 µM), without a hit: top-dose activity change, negative = inhibition, actives largely listed as inhibitors; AlphaScreen JMJD2A-Tudor / H3K4me3 peptide binding; Lysine-specific demethylase 4A (Homo sapiens), O75164; actives 4.4% (n = 390,000); note: potency is the fitted concentration of half-maximal effect; % is set by controls: 0 for no effect and ±100 for the full control effect; nearly all actives have a fitted effect of over 50% in size
The depositor's hits bear a star; i = inactive; ? = inconclusive; nt = no result given; & = joins results of further samples; [ ] = another dose, or the depositor's remark. Unless noted, calls come from the whole dose curve; as a rule, active = well fitted curve in the direction sought with a large enough effect; inconclusive = small, poorly fitted or top-dose-only effect, or another doubt; inactive = no such curve, though single readings can be large; an effect the other way counts as inactive or inconclusive. Not all compounds are listed; count on the stated rates, not on these rows.

SMILES	12-LOX inh	RGS4 inhibitor	BAZ2B inh	ERG Ets-DNA blk	HP1b chromo inh	GLS inhibitor	PI4K2A inh	G9a block	JMJD2A Tudor
CCOc1cc(C(=O)NC)cc(OCC)c1OCC	24%	14%	1%	nt	-1%	6%	-4	2%	-7%
CCN(CC)CCn1c2ccc(Cl)cc2c2nc(C)sc21	?	-5%	?	nt	4%	11%	-2	-2%[12.7 µM]	?
CN(Cc1ccc(C(C)(C)C)cc1)C(=O)Cc1ccc(S(=O)(=O)N2CCOCC2)s1	198%[activator]	11%	2%	15%	25%	-1%	0	4%[12.7 µM]	-32%
Cc1cc(/C=N/n2cnnc2)c(C)n1-c1ccc(OCc2ccc(F)cc2)cc1	-10%	8%	?	nt	?	20%	-1	?	56µM*
COc1ccc(-n2c(-c3ccc(Cl)cc3)c[nH]c2=S)cc1	?	-25%	?	-7%	20%	?	0	?	-22%
COc1ccc2nc(C)cc(SCC(=O)O)c2c1	?	0%	6%	-1%&-1%	35%&53%	-7%&-13%	6&5	?	-19%
COc1ccc2c(c1)CCc1c(C(=O)Nc3ccc(C#N)cc3)noc1-2	-6%	-1%	2%	7%	33%[activator]	-10%	-2	-23%[59 µM]	-7%
CCCCCCC(=O)Nc1ccc(C(=O)N2CCCC2)cc1	25%	-15%	13%	-1%	12%	-5%	-9	5%[59 µM]	-22%
COc1ccccc1Oc1ccc(N/C=C2/CCCC2=O)cc1	?	-24%	-10%	-15%	26%	-1%	0	?	-18%
Cc1ccc(CCNC(=O)C2CCC(=O)N(Cc3ccccc3F)C2)o1 (stereo not drawn)	196%[activator]	-28%	-24%	-3%	25%	-14%	1	79µM*	?
COc1cccc(NC(=O)Cc2nnc(SCC(=O)NC(C)c3ccccc3)n2C)c1 (stereo not drawn)	0%	7%	8%	-5%	22%	-2%	7	-12%	-4%
Clc1cc(Cl)cc(CN2CCSCC2)c1	172%[activator]	20%	-4%	0%	40%[activator]	3%	1	nt	-2%
COc1ccc(-c2nn(-c3ccccc3)cc2/C=N/Nc2ccc(S(N)(=O)=O)cc2[N+](=O)[O-])cc1OC	-14%	-2%	?	-2%	1%	-4%	-10	-5%	-13%
CCCc1nnc(NC(=O)CCS(=O)(=O)Cc2ccccc2)s1	-10%&-4%	4%	7%	3%	15%	4%	3	45µM*	-7%
CC(=O)c1cnc2cc(-c3ccccc3)nn2c1C	27%	4%	3%	nt	26%	12%	-2	-2%[59 µM]	-2%
COc1ccc(C(c2c(C)n(C)n(-c3ccccc3)c2=O)c2c(C)n(C)n(-c3ccccc3)c2=O)cc1	?	-13%	-5%	-8%	42%[activator]	-4%	-1	29%	-1%
CO/N=C/c1c(-c2ccc(Cl)cc2)nc2cc(C)ccn12	-19%	-29%	3%	-5%	51%[activator]	0%	2	30%	-15%
CC(=O)OC1CSC2c3ccccc3C(=O)N2Cc2sccc21 (stereo not drawn)	13%	0%	3%	4%	21%	12%	-1	11%	-15%
CCc1ccc(C(=O)OCC(=O)NCC(F)(F)F)cc1	-5%	15%	nt	1%	33%	-3%	-2	25%	-1%
COCc1nnc(NC(=O)CCc2ccc(OC)cc2)s1	?	-27%	-10%	3%	50%[activator]	2%	2	nt	6%
CC(C)(C)C(=O)Nc1c2c(nn1-c1cccc(Cl)c1)CS(=O)(=O)C2	17%	-23%	0%	-1%	61%[activator]	-1%	-10	1%	-1%
Cc1nn(-c2ccccc2)c(N)c1C(O)(C(F)(F)F)C(F)(F)F	-12%	-6%	-2%	-10%	22%	16%	1	5%	-9%
CN(C)CCN[C@H]1CCC2C3CC=C4C[C@@H](O)CC[C@]4(C)C3CC[C@@]21C (stereo partly drawn)	-16%	-5%	nt	-7%	33%	-6%	-1	nt	-6%
CCc1cc(=O)oc2cc(C)cc(OC(C)C(=O)NC3CC(C)(C)NC(C)(C)C3)c12 (stereo not drawn)	0%&3%	19%	0%	-2%	44%[activator]	23%	-5	3%[59 µM]	6%
COC(=O)C1NN=C(C(=O)c2ccc(Br)cc2)C1c1cccc(Br)c1 (stereo not drawn)	-33%	5%	?	nt	-2%	7%	5	?	-34%
CC(Oc1cc2oc(=O)c3c(c2cc1Cl)CCCC3)C(=O)NCc1cccnc1 (stereo not drawn)	0%	19%[11.4 µM]	-14%[57.1 µM]	11%	17%	-3%	-3	10%	-18%
COc1ccccc1NC(=O)CCn1c(=O)c2cccn2c2ccccc21	1%	-9%	-23%	7%	18%[57 µM]	5%	-6	41%	-20%
CCOc1ccc(C2/C(=C(/O)c3ccc(F)cc3)C(=O)C(=O)N2CCCN(C)C)cc1 (stereo not drawn)	-23%	-4%	11%	-11%	37%	-1%	-4	?	-4%
Cc1ccc(C23CC4CC(CC(NC(=O)N5CCN(C)CC5)(C4)C2)C3)cc1	0%	-11%	-6%	-9%	11%	4%	4	-33%[59 µM]	-8%
CCOC(=O)c1cnc2c(ccc3ccccc32)c1Nc1ccc(OCC)cc1	-3%	5%	?	-3%	25%	0%	4	-6%[59 µM]	?

Only 12-LOX inh, RGS4 inhibitor and BAZ2B inh (2 entries from above):
Structure | 12-LOX inh | RGS4 inhibitor | BAZ2B inh
CN(C)CCN[C@H]1CCC2C3CC=C4C[C@@H](O)CC[C@]4(C)C3CC[C@@]21C (stereo partly drawn) | -16% | -5% | nt
CCc1cc(=O)oc2cc(C)cc(OC(C)C(=O)NC3CC(C)(C)NC(C)(C)C3)c12 (stereo not drawn) | 0%&3% | 19% | 0%

(next part)
SMILES	12-LOX inh	RGS4 inhibitor	BAZ2B inh	ERG Ets-DNA blk	HP1b chromo inh	GLS inhibitor	PI4K2A inh	G9a block	JMJD2A Tudor
Cc1n[nH]c(C)c1S(=O)(=O)N1CCCC(C(=O)NCc2ccccc2Cl)C1 (stereo not drawn)	-12%	-7%	-29%	0%	5%	2%	6	?	1%
CC(=O)N(CCC(Cc1ccccc1)c1ccc2c(c1)OCO2)Cc1ccc(Cl)cc1 (stereo not drawn)	?	-3%	-17%	-8%	25%	-3%	-5	8%[59 µM]	-13%
CC(=O)Oc1ccc2c(=O)c(/C=N/c3cc(=O)[nH]c(=S)[nH]3)coc2c1	?	-18%	-24%	8%	20%	11%	5	35µM*	-20%
COc1cccc(C(=O)Nc2cc3c4c(c2)CC(=O)N4CCC3)c1	?	-17%	-28%	-4%	27%	-2%	1	-40%	-12%
O=C(NCC(=O)N1CCN(c2ccccn2)CC1)c1ccc(Br)o1	i	0%	-20%	2%	38%	-4%	-11	44%	-5%
Cc1ccc(OCCN2CCN(c3ncnc4sc(C)c(C)c34)CC2)cc1	?	34%	-37%	-1%	-7%	5%	1	17%[12.7 µM]	?
Cc1cccc(C(=O)NCC(=O)N2CCN(c3ccc(Cl)cc3)CC2)c1	5%	5%	7%	9%	17%	13%	-2	21%[2.33 µM]	-10%
O=C(C1CCN(c2ncnc3c2nc2n3CCCCC2)CC1)N1CCN(c2ccccc2)CC1	-9%	4%	-16%	2%	8%	6%	-7	-1%[59 µM]	-19%
O=C(OCC#CCSc1nnc(-c2cccc3ccccc23)o1)c1ccc(F)cc1	17%	4%	34%[activator]	nt	101%[activator]	-1%	-1	18%[12.7 µM]	44%[activator]
COc1ccccc1C(=O)Nc1ccc2c(c1)CN(C(=O)CSC)CC2	-7%	2%	2%	0%	46%[activator]	6%	2	-13%	-16%
Cc1c(NS(=O)(=O)c2ccc([N+](=O)[O-])cc2)c(=O)n(-c2ccccc2)n1C	-8%	-33%	-4%	3%	56%[activator]	-19%	1	15%	11%[57.1 µM]
Cc1cccc(N(CC(=O)NC2CC2)S(=O)(=O)c2ccc(Cl)cc2)c1	0%	-18%	-1%	-22%	24%	-4%	-1	18%	-3%
CCOc1cc(OCC)cc(C(=O)NC(=S)Nc2cccc(C(F)(F)F)c2)c1	?	-25%	-1%[57.1 µM]	-5%	11%	17%	-6	-3%[59 µM]	-10%
c1cc2c(cc1Oc1nc(N3CCOCC3)nc(N3CCOCC3)n1)OCO2	60%[activator]	16%	5%	-5%	12%	-12%	-1	8%[59 µM]	-9%
CCSC1=NCCN1S(=O)(=O)c1ccc(F)cc1	0%	23%	15%	-4%	25%	-1%	-3	28%	-10%
O=C(Nc1ccc(S(=O)(=O)N2CCOCC2)cc1)c1ccc(Cl)cc1Cl	0%	9%	6%	-4%	29%	3%	2	36%	-13%
Cc1ccc(-c2nnc(Nc3ccc(O)cc3)c3ccccc23)cc1S(=O)(=O)N1CCCCC1	-11%	10%	-15%	1%	-7%	2%	7	-30%[59 µM]	?
CSc1ncc(CN2CCc3c([nH]c4ccccc34)C2c2cccc(C)n2)cn1 (stereo not drawn)	-10%	-14%	?	4%	5%	0%	-6	?	?
